High-throughput results from PubChem.
Rtt109 Vps75 – blocks Candida albicans Rtt109/Vps75 acetyltransferase activity; Q5AAJ8; AID 540336; 330,000 compounds, 0.16% hits; purified Rtt109/Vps75, ThioGlo CoA-SH fluorescence, 4 h; inhibition, % at 34.9 µM;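 active = inhibition of at least 50% in every replicate; inconclusive = best replicate reaches 50% inhibition but some replicates fall short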
CDK5 inh – inhibitors of human CDK5/p35 kinase | Recombinant CDK5/p35, ADP-Glo luminescence, 60 min | 330,000 compounds, 0.01% hits | inhibition, % at 10 µM;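 active = highest replicate inhibition of at least 50% and at least 75% of replicates reaching 50%; inconclusive = only one of the two criteria met; inactive = both criteria failed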;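 note: plate controls were DMSO neutral control for no effect and GW8510 at 10 µM for full effect; many of its hits are not listed in these tables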
Wnt bcat act – activates Wnt/beta-catenin signaling in a reporter cell assay; activator, plate reader; activation, % at 9.35 µM; 300,000 compounds, 1.2% hits; in the data active = activation above about 30%, passing the limit was not always enough; inconclusive = no clear call, values can overlap the other calls;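 note: 0% = neutral control wells and 100% = positive control wells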
SR-BI DiI inh – blocks mouse SR-BI lipid uptake from DiI-HDL. Q61009. ldlA[mSR-BI] CHO cells, DiI-HDL uptake fluorescence, 3 h. inhibition, % at 12.5 µM. 320,000 compounds, 0.96% hits. AID 488896;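 active = mean replicate inhibition of at least 70% and a set share of replicates each scoring 70 or more; inconclusive = meets just one of the two criteria; inactive = fails both criteria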;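 note: 0% = median of neutral control wells and 100% = median of positive control wells; values of inactives mirror those of a sister screen read the other way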
Target sequence (Q61009 whole entry, looked up): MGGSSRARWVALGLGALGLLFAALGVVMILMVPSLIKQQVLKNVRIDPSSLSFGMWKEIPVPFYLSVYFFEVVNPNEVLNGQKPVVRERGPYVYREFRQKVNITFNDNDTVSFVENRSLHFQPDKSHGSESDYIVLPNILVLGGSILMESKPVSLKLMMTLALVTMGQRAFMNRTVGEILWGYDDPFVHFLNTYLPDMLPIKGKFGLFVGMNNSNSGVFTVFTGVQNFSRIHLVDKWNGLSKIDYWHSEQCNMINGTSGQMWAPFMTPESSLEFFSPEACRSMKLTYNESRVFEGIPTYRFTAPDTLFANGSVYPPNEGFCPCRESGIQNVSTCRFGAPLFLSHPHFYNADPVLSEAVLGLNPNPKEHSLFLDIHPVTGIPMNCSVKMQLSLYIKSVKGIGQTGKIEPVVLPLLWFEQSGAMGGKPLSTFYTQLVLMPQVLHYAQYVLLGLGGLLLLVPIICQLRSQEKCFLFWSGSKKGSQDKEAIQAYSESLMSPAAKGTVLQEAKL
dFosB activator – mouse delta FosB homodimer activation | P13346 | purified delta FosB, TAMRA-CDK5 oligo fluorescence polarization; percent of positive-control signal above neutral wells | activation, % at 25 µM | 340,000 compounds, 0.99% hits;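 active = mean activation above about 17%, with every replicate also reaching it, limit read from the data, passing the limit was not always enough; inconclusive = only one of the two conditions met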;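 note: fluorescence polarization rise as delta FosB binds a TAMRA Cdk5 AP-1 oligo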
Target sequence (P13346 whole entry, looked up): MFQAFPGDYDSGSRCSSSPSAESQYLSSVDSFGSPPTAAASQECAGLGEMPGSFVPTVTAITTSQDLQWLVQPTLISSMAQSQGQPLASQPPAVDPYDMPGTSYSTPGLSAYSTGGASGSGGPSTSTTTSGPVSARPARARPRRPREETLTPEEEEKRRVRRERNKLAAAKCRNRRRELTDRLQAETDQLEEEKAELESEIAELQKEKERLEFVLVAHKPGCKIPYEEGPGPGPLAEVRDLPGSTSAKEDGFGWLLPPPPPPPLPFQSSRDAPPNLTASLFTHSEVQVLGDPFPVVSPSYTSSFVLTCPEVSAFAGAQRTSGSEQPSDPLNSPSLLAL
HTR5A ag ctr – counter-screen for OPRM1-OPRD1 agonists: human HTR5A agonism; P47898; AID 504692; HTR5A agonist assay, luminescence, cell-based; activation, % at 9.3 µM; 340,000 compounds, 0.61% hits; in the data active = activation mostly above about 9.5%, no sharp cut-off; inactive = mostly below about 7.6%;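 note: 0% = cells with vehicle only and 100% = reference agonist; strong numbers were not always called active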
RTF Ca sens act – cardiac RTF calcium sensitization. activation, % at 7.2 µM. 340,000 compounds, 0.24% hits. IANBD-labeled TnC RTF fluorescence at EC20 calcium; 0% EC20 calcium, 100% full calcium. AID 493008. P19429+P45379;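 active = activation above the mean over all tested compounds plus 3 SD, cut at about 30% in these data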;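 note: rise in fluorescence read as greater calcium sensitivity of cardiac thin filaments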
SR-BI DiI-HDL act – enhances SR-BI lipid uptake from DiI-HDL; CHO ldlA[mSR-BI] cells, DiI-HDL uptake fluorescence, 3 h; 100 = double the neutral-control signal; activation, % at 12.5 µM; 320,000 compounds, 0.096% hits; AID 504775;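 active = mean replicate activation of at least 60% and every replicate at or above 60%; inconclusive = mean or all-replicate condition met, but not both; inactive = mean below 60% and not all replicates reaching 60%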;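 note: 0% = median plate neutral-control signal and 100% = twice that signal; values of inactives mirror those of a sister screen read the other way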
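system = CHO ldlA[mSR-BI] cells, LDL receptor-null, SR-BI overexpressing | medium = Ham's F12 with 0.5% BSA, HEPES 25 mM, pH 7.4 | probe or stimulus = DiI-HDL 10 µg/mL | compound dosing = single-point compound dose | incubation = compound exposure 3 h, 37 °C | technique = DiI fluorescence, bottom read | read-out = cell-associated DiI fluorescence as measure of HDL uptake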
MITF TRPM1 HTS – activators of MITF-driven TRPM1 promoter activity in SK-MEL-5 cells | SK-MEL-5 TRPM1-promoter luciferase, 24 h; % of positive control, neutral wells = 0 | activation, % at 12.5 µM | 300,000 compounds, 0.75% hits;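 active = mean activation of at least 80% with every replicate also reaching 80%; inconclusive = mean reaches 80% but some replicate falls short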;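 note: 0% = neutral control wells and 100% = parthenolide positive control wells; values of inactives mirror those of a sister screen read the other way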
PvdQ acylase – P. aeruginosa PvdQ acylase inhibition; 340,000 compounds, 0.063% hits; purified PvdQ acylase, fluorescence plate reader; inhibition, % at 10 µM; in the data active = inhibition above about 30%, passing the limit was not always enough; inconclusive = no clear call, values can overlap the other calls;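 note: 0% = vehicle neutral wells and 100% = reference inhibitor wells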
Numbers without * were called inactive; ? = inconclusive; · = no result given.

SMILES | MITF TRPM1 HTS | PvdQ acylase | RTF Ca sens act | Wnt bcat act | SR-BI DiI inh | CDK5 inh | Rtt109 Vps75 | SR-BI DiI-HDL act | dFosB activator | HTR5A ag ctr
O=C(Cn1cnc2c(nnn2Cc2ccc(Cl)cc2)c1=O)c1ccccc1 | · | -6.6 | 0.7 | -0.9 | -4.2 | 2.2 | 4.8 | 4.2 | 5.0 | -1.0
COc1ccc(C)cc1NC(=O)CSc1nnc2ccc(-c3ccccn3)nn12 | 10.8 | 8.2 | -0.5 | -2.7 | 54.5 | -0.7 | 3.5 | -54.5 | -14.7 | -0.8
Cc1cc(Cl)ccc1NC(=O)Nc1c(C)n(-c2ccccc2)c(=O)n1C | -4.7 | -12.9 | -3.1 | · | 46.8 | -1.5 | -2.4 | -46.8 | -4.4 | -2.7
O=C(COC(=O)c1ccc(CN2CCCC2=O)cc1)Nc1ccc(F)cc1 | 9.9 | -18.5 | -1.5 | 6.4 | -5.3 | -5.6 | 3.9 | 5.3 | 1.7 | 16.7
CC[C@@H]1C=C(C(=O)O)[C@H](c2cccc(C)c2)N1S(=O)(=O)c1ccc(C)cc1 | -1.7 | -1.2 | -10.4 | 0.5 | -14.9 | -2.2 | 0.4 | 14.9 | 1.1 | -0.6
O=C(Nc1nn(Cc2ccc(Cl)cc2)cc1Br)c1ccc(COc2ccccc2Cl)o1 | 11.0 | -6.7 | -2.3 | · | 38.1 | -0.5 | 5.5 | -38.1 | -2.5 | -0.1
N/C(=N\OC(=O)C12CC3CC(CC(C3)C1)C2)c1ccccn1 | 97.8* | -9.5 | -0.6 | · | -20.0 | · | -3.3 | 20.0 | -4.1 | 3.6
CCCCNC(=O)c1onc(CSc2cccc(F)c2)c1C(=O)O | 5.2 | -15.6 | -10.3 | -2.2 | -12.7 | 0.1 | -2.1 | 12.7 | -4.4 | 3.1
Cn1nc(C(=O)NC2CCCC2)c2ccccc2c1=O | -1.4 | 10.2 | -2.5 | 0.8 | -9.0 | 0.0 | -2.0 | 9.0 | -8.5 | 0.8
CCCNC(=O)Cn1nc(C(F)(F)F)c2c1CCC2 | 0.0 | -8.5 | 5.7 | -3.1 | -18.6 | 2.1 | -4.9 | 18.6 | 3.8 | -0.3
Cc1nc2c(-c3ccc(F)cc3)c(C)nn2c(C)c1CCC(=O)N1CCN(c2ccc(F)cc2)CC1 | · | -10.6 | -0.2 | -0.8 | -9.7 | 0.9 | -10.8 | 9.7 | -11.5 | 2.8
Cc1cc([N+](=O)[O-])nn1Cc1noc(C(=O)NCCc2ccccn2)n1 | -4.6 | -14.2 | 5.9 | 9.8 | · | 1.6 | -12.4 | · | -0.7 | 0.8
COc1ccc(S(=O)(=O)Nc2cccc3c2O[C@H](CN(C)S(=O)(=O)c2cn(C)cn2)[C@@H](C)CN([C@H](C)CO)C3=O)cc1 | 3.0 | 1.1 | -1.0 | -1.3 | -6.3 | -0.2 | 8.0 | 6.3 | -8.7 | 8.9
COCc1ccc(C(=O)N2CCCC(CNC(=O)c3ccc(F)cc3)C2)o1 (stereo not drawn) | 13.2 | 7.0 | -7.2 | 2.2 | -5.0 | 0.2 | 6.6 | 5.0 | -0.5 | -2.8
COCCCNC(=O)c1cc(C)nn1-c1ccccc1 | -11.1 | -7.6 | 2.5 | 1.1 | 2.4 | 0.1 | -6.9 | -2.4 | 1.4 | 11.1
C=C1c2ccccc2NC(=O)N1c1ccc(C)cc1 | 15.5 | -8.8 | -5.7 | · | -13.0 | 1.3 | 3.0 | 13.0 | -2.2 | 1.6
COc1ccc(N(CC(=O)NCc2ccccc2Cl)S(=O)(=O)c2c(C)noc2C)cc1 | 10.7 | -12.1 | -8.8 | -1.6 | -11.6 | 1.8 | 3.9 | 11.6 | -4.8 | 1.9
C/C(=N\NC(=O)c1ccccc1)c1ccc(NC(=O)c2cccs2)cc1 | 24.2 | -9.9 | 15.8 | -0.7 | -6.0 | 0.3 | -4.1 | 6.0 | -3.6 | 2.9
O=C(O)CCN1C(=O)c2ccc(NC(=O)c3ccco3)cc2C1=O | 7.5 | -0.2 | -1.7 | -1.2 | -32.2 | 0.7 | -11.2 | 32.2 | -6.6 | 4.4
Cc1ccc2cc(C)c(N3CCN(c4ccccn4)CC3)nc2c1 | 14.4 | -0.5 | -8.3 | · | 40.0 | 1.7 | -1.0 | -40.0 | -2.5 | 0.9
O=C(CSc1nc2ccccc2c(=O)n1NC(=O)Cc1ccccc1)NCc1ccccc1 | 5.6 | 7.8 | -0.1 | -3.4 | -4.8 | -1.8 | -2.8 | 4.8 | 0.2 | -1.7
O=C(O)CCc1nn2c3ccccc3nc2n(Cc2ccccc2)c1=O | 4.9 | -10.4 | 0.6 | -6.5 | -12.2 | -2.6 | 3.6 | 12.2 | -0.6 | -1.0
C(=C\c1ccccc1)/C=N/N1CCN(c2ccccn2)CC1 | 85.3* | -9.3 | 8.6 | · | 24.0 | 1.3 | 0.0 | -24.0 | -7.9 | 0.9
CCOc1ccc(S(=O)(=O)NCCCN2CCCC2=O)cc1 | -2.9 | -6.2 | 2.4 | -0.7 | 10.8 | -0.4 | -8.1 | -10.8 | -7.4 | -3.1
Cc1nc2cc(-c3cccc(F)c3)nn2c(N2CCN(C(=O)c3ccco3)CC2)c1C | 25.0 | -5.2 | 5.0 | · | 25.5 | -0.8 | -2.7 | -25.5 | -5.8 | -2.1
OC(COCc1ccc(Cl)cc1)CN1CCc2ccccc2C1 (stereo not drawn) | 20.6 | -1.7 | -1.9 | · | -42.5 | -0.3 | 2.3 | 42.5 | -2.8 | 2.8
O=C(CSc1n[nH]c(-c2cccs2)n1)NC1CCS(=O)(=O)C1 (stereo not drawn) | -27.3 | 18.8 | -1.2 | 3.0 | -10.2 | -0.4 | -23.3 | 10.2 | 2.9 | 0.8
O=C(Cc1nn[nH]n1)Nc1cc(Cl)cc(Cl)c1 | 2.0 | -10.2 | -6.9 | -1.2 | -27.9 | -1.2 | -10.3 | 27.9 | -6.0 | 3.9
CN(CCC#N)C(=O)COC(=O)c1c2c(nc3ccccc13)/C(=C/c1ccco1)CC2 | 61.5 | -9.4 | -14.5 | -3.1 | -31.7 | 2.2 | 2.2 | 31.7 | -11.3 | 5.1
CCC(C(=O)NCc1ccccn1)n1c2ccccc2c2nc(=O)cc(C)n21 (stereo not drawn) | -5.4 | -9.4 | 2.6 | 0.4 | -1.6 | 1.3 | -18.6 | 1.6 | -11.1 | 0.4
CCO/C=C/C(=O)N(C)CCC#N | 7.7 | -8.4 | -2.9 | · | -6.2 | 0.0 | -3.3 | 6.2 | 2.4 | -3.7
CCOC(=O)c1[nH]c2ccc(Br)cc2c1NC(=O)CCN1CCOCC1 | · | 13.6 | -1.4 | 1.1 | -2.3 | 1.7 | 0.5 | 2.3 | -2.5 | -3.0
O=C(O)c1csc(-c2ccc(Cl)cc2)n1 | 6.5 | -2.7 | 2.5 | 3.0 | -13.0 | -0.6 | -5.4 | 13.0 | 3.1 | -3.8
COc1ccc(NC(=O)CSc2nccn2-c2cccc(OC)c2)cc1 | 7.2 | -3.5 | -2.5 | -1.2 | · | -0.7 | 0.8 | · | -1.0 | -2.3
O=c1oc2c(O)cccc2cc1-c1nc2ccccc2[nH]1 | 44.5 | -2.2 | 152.9* | 35.9* | -10.1 | 1.5 | -0.7 | 10.1 | 4.6 | 4.8
CC(=O)Nc1ccc(S(=O)(=O)NC(C)C(=O)NC(C)c2ccccc2)cc1 (stereo not drawn) | -4.7 | 7.9 | 2.6 | 0.9 | · | 0.9 | ? | · | -3.2 | -4.6
CCNS(=O)(=O)c1ccc(NC(=O)Nc2cccc(OC)c2)cc1 | 9.1 | -5.2 | -5.5 | · | 33.9 | 0.4 | 1.5 | -33.9 | -8.4 | 9.7
CCc1nnc(NC(=O)CN2CCN(Cc3cccc(F)c3)CC2)s1 | 1.4 | 9.7 | -2.6 | 1.5 | -9.7 | -0.1 | -1.4 | 9.7 | -11.4 | 3.1
CC1C(C#N)=C(N)OC2=C1C(=O)CC(C)(C)C2 (stereo not drawn) | · | -1.1 | 1.7 | -0.4 | -26.5 | -3.1 | -40.7 | 26.5 | -5.4 | 0.5
O=C(CSc1nnc(-c2ccc(Cl)cc2Cl)n1C1CCCCC1)NC1CCS(=O)(=O)C1 (stereo not drawn) | 4.1 | -8.6 | 0.9 | · | -10.5 | 0.0 | 0.7 | 10.5 | -4.3 | 4.6
CNC(=S)N(CCO)Cc1cc2cc3c(cc2[nH]c1=O)OCO3 | 0.9 | 2.6 | -4.6 | 0.2 | -13.8 | 0.4 | 13.0 | 13.8 | -7.5 | 5.1
CC[C@@H]1CCCCc2ccccc2[C@H](C(=O)C[C@H](O)CC(C)=O)OC1=O | -8.4 | -8.4 | -2.4 | -2.2 | -5.9 | -3.4 | 2.8 | 5.9 | -1.7 | -3.0
CCC(=O)c1ccc(OCC(=O)O)c(OC)c1 | -3.0 | -3.7 | 4.7 | 0.0 | -21.8 | -0.5 | -7.3 | 21.8 | 1.3 | 4.9
CC/C(=N\NC(=S)Nc1cc(C)ccc1C)c1ccc(OC(F)F)cc1 | -9.9 | -3.6 | 4.2 | 0.4 | -10.3 | -2.5 | -5.4 | 10.3 | -7.3 | 1.5
CC(C)C(=O)Nc1nnc(-c2ccccc2)o1 | 1.9 | -13.9 | 1.0 | -1.2 | -17.8 | 0.5 | -5.3 | 17.8 | -1.8 | 6.8
NC(=O)c1ccsc1NC(=O)CCS(=O)(=O)c1ccc(F)cc1 | -6.8 | -16.7 | 13.8 | 0.8 | -31.3 | -0.5 | -1.8 | 31.4 | -4.8 | -3.9
Cc1onc(-c2ccccc2)c1C(=O)NCCc1c[nH]c2ccccc12 | · | -0.7 | 5.7 | -12.1 | 1.5 | 0.2 | 1.4 | -1.5 | -5.2 | -2.5
CN(Cc1cnc2nc(N)nc(N)c2n1)c1ccc(C(=O)NC(CCC(=O)O)C(=O)O)c2ccccc12 (stereo not drawn) | · | 14.3 | 0.3 | -5.0 | -5.9 | 0.7 | 11.2 | 5.9 | 6.9 | 2.5
COc1cc(C2Nc3ccccc3C(=O)N2c2ccc3c(c2)OCCO3)ccc1OCC(C)C (stereo not drawn) | 53.7 | -26.5 | 1.1 | · | 19.1 | 2.1 | -3.4 | -19.1 | -0.3 | -2.5
